P. falciparum M1AAP = P. falciparum M1AAP inhibitors, biochemical, fluorogenic H-Leu-NHMec substrate, 1536-well (AID 1445) | inhibition, % at 30 µM; hits with a dose series show IC50 in µM | 220,000 compounds, 0.42% hits | recombinant M1AAP, H-Leu-NHMec fluorogenic kinetic assay; higher % means a stronger effect;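 active means primary inhibition above the hit cutoff, then over 50% inhibition at one or more dose response concentrations, cut at about 23% in these data, passing the limit was not always enough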;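 further: plate controls were DMSO full reaction for no effect and no enzyme background for full effect; strong numbers were not always called active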
T cell modulator = T cell immune modulation candidate. 330,000 compounds, 0.068% hits. 2C CD8+ T cell-vesicle binding, flow cytometry; stronger effect = lower value. calls only at 7 µM;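 active means response, share of CD8 T cells binding vesicles, and their 90th percentile fluorescence all below set limits, cut at about 80% in these data, passing the limit was not always enough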
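Assay system – 2C mouse CD8+ T cells · Also added – QL9-loaded Drosophila micro-vesicles · Timing – Cell–vesicle co-incubation 1.5 h at 37 °C, staining 20 min on ice · Signal – flow cytometry of vesicle-bound cells · Measure – percent CD8+ FL2 mean versus row control · Controls – Peptide-free naked vesicles (low) and QL9 vesicles with 0.7% DMSO vehicle (high)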
West Nile antiviral = inhibition of WNV-induced cytopathic effect – cell-based, CPE readout (AID 1621) | 290,000 compounds, 0.02% hits | West Nile virus-infected cells, CPE inhibition; higher % means a stronger effect | CPE inhibition, % at 10 µM; hits with a dose series show IC50 in µM; in the data active means a potency from the dose series; further: strong numbers were not always called active
RSV antiviral HEp-2 = inhibition of RSV-induced cytopathic effect – HEp-2 cells, primary 10 µM value included (AID 2391). HEp-2 cells, RSV-induced CPE inhibition; higher % means a stronger effect. one-dose CPE inhibition, % at 10 µM; IC50 in µM for titrated hits. 310,000 compounds, 0.13% hits; in the data active means a potency from the dose series; further: strong numbers were not always called active
TNAP activators = stimulation of alkaline phosphatase TNAP activity – biochemical, luminescent, no phosphate acceptor, uHTS, primary screen (AID 1001) | purified TNAP, luminescent activation assay, no phosphate acceptor; higher activation fold means a stronger effect | activation fold at 20 µM; hits with a dose series show EC50 in µM | 200,000 compounds, 0.03% hits; in the data active means activation fold from about 3, or a potency from the dose series; inactive means the rest, 99 in 100 with activation fold below about 1.6; further: many of its hits are not listed in these tables
human PMI inhibitors = human PMI inhibitors, high substrate, primary screen, biochemical, fluorescence intensity, high mannose 6-phosphate (AID 1220); recombinant PMI enzyme, coupled fluorescence intensity; higher % means a stronger effect; 190,000 compounds, 0.66% hits; one-dose inhibition, % at 20 µM; IC50 in µM for titrated hits
M17LAP inhibition = P. falciparum M17LAP inhibitors, primary screen, biochemical, fluorogenic H-Leu-NHMec substrate, 1536-well (AID 1619). recombinant M17LAP, H-Leu-NHMec fluorogenic kinetic assay; higher % means a stronger effect. inhibition, % at 30 µM; hits with a dose series show IC50 in µM. 220,000 compounds, 0.38% hits;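 active means compound inhibiting the enzyme by more than half at any dose during confirmatory dose-response retesting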;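 further: plate controls were full reaction with DMSO carrier for no effect and no enzyme background for full effect; strong numbers were not always called active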
K1F lysis inhibition = protection from phage-mediated lysis, alamar blue read-out – E. coli UTI89, K1F phage, bacterial capsule biogenesis inhibitors (AID 488966); E. coli UTI89 K1F phage lysis, alamar blue, 2 h; higher % means a stronger effect; inhibition, % at 100 µM; hits with a dose series show IC50 in µM; 340,000 compounds, 0.02% hits;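 active means phage lysis inhibition, versus mean bacterial control, above a set limit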;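 further: capsule biogenesis inhibitors block K1F phage lysis so surviving cells raise fluorescence; higher fluorescence means more inhibition of phage lysis; actives were called in the ten point dose series up to 300 µM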
human PMI inhibition = MPI enzyme activity inhibition – biochemical, fluorescence intensity, coupled assay, primary screen (AID 1209) | purified PMI enzyme, coupled fluorescence intensity; higher % means a stronger effect | inhibition, % at 20 µM, or IC50 in µM where a hit was titrated | 190,000 compounds, 0.42% hits;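 further: plate controls were DMSO vehicle for no effect and wells lacking substrate for full effect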
T cell modulator vesicle-bound % = second read-out of T cell modulator, no call of its own (marks repeat the call); double positive events, %; measured here: CD8+ vesicle-bound cell fraction;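 binding gate set so that unloaded-vesicle control wells show 10% double positive cells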
Numbers without * were called inactive; i = inactive; · = not tested or not shown; [ ] = remark or other dose. Unless noted, no stated cut-off is given here; in the data, active means inhibition above about 50%; inactive means the rest.

smiles,P. falciparum M1AAP,T cell modulator,T cell modulator vesicle-bound %,West Nile antiviral,RSV antiviral HEp-2,TNAP activators,human PMI inhibitors,M17LAP inhibition,K1F lysis inhibition,human PMI inhibition
Cc1ccc(-c2nc(CS(=O)(=O)CC(=O)N3CCN(C)CC3)c(C)o2)cc1,·,i,29,-0.5%,0.3%,·,·,·,0.6%,·
CC(C)(C)c1ccc(NC(=O)Nc2ccc(F)cc2)cc1,-1%,i,60,-1.5%,8.5%,1.1,2%,4%,·,2%
Cc1occc1C(=O)N1CCCC(Nc2ccc(C(C)C)cc2)C1 (stereo not drawn),·,i,64,-0.9%,14%,·,·,·,1.1%[50 µM],·
CC(c1ccco1)N(C(=O)c1ccccc1NS(=O)(=O)c1cc([N+](=O)[O-])ccc1Cl)c1ccccn1 (stereo not drawn),21%,i,61,0.5%,3.5%,1.1,-17%,18%,0.3%[50 µM],-19%
CC(C)OCCCn1c(NN)nc2ccccc2c1=O,0%,i,33,-0.1%,-1.3%,0.9,-20%,3%,-0.3%,-41%
CCCCCCN1CC(O)=C(c2nc3ccccc3[nH]2)C1=N,-1%,i,33,0.0%,-0.5%,1.2,-3%,6%,1.0%,-4%
O=C(C1CC1)N1CCc2cc(Br)cc(S(=O)(=O)NCc3ccc4c(c3)OCO4)c21,-2%,i,40,-0.2%,2.5%,1.1,8%,-6%,-0.3%,18%
Cc1ccnc(NS(=O)(=O)c2ccc(NC(=O)Cc3ccc(F)cc3)cc2)n1,·,i,42,-0.3%,0.2%,·,·,·,0.0%,·
Cc1ccc(C(=O)NS(=O)(=O)c2ccccc2)cc1,-4%,i,37,0.2%,-1.4%,1,·,-6%,0.6%,·
CN(CCc1ccccc1)Cc1nc(-c2cnccn2)no1,1%,i,30,0.1%,-0.3%,1.1,13%,9%,0.1%,13%
O=C(Nc1ccc(Cl)cc1)c1ccsn1,-6%,i,1,-0.2%,2.1%,1.1,11%,2%,-0.1%,8%
Cn1c(=O)n(Cc2ccccc2)c(=O)c2c1nc1n2CCCN1Cc1ccccc1,12%,i,55,-0.3%,2.1%,1,2%,1%,1.1%,4%
COc1ccc(-n2nc3c(N4CCC(C(=O)NCC(C)c5ccccc5)CC4)nnc(C)c3c2C)cc1 (stereo not drawn),·,i,37,-0.7%,2.4%,·,·,·,0.2%,·
O=C(CNC(=S)N(Cc1ccccc1)Cc1cccnc1)NC1CCCC1,0%,i,41,-0.6%,-0.1%,1.1,10%,5%,-0.4%[50 µM],19%
COC(=O)c1ccc(C(=O)OC)c(NC(=O)COc2ccccc2OC)c1,-13%,i,24,0.2%,1.1%,1.1,0%,-13%,-0.1%,3%
CCn1c(NCCc2ccc(OC)c(OC)c2)nc2c1c(=O)n(C)c(=O)n2C,·,i,34,-0.1%,0.6%,1.1,-1%,·,-0.2%,4%
COc1ccc(C(=O)N/N=C/C2CC=CCC2)cc1OC (stereo not drawn),7%,i,53,0.3%,2.1%,1.1,13%,-2%,0.2%,12%
O=C(CSc1nnc(Cc2ccccc2)o1)Nc1cccc(F)c1,·,i,72,-0.4%,1.0%,·,·,·,2.1%[50 µM],·
CCC/C(O)=C1\C(=O)CC(C)(C)CC1=NCCO,-2%,i,33,0.9%,0.7%,1.1,-4%,4%,1.2%,-8%
O=C(CCS(=O)(=O)c1cc2c(cc1Cl)NC(=O)CO2)NCCc1ccccc1,·,i,8,0.3%,0.8%,·,·,·,0.1%,·
COc1ccc(-c2cn[nH]c2-c2ccc(OCC(=O)NN)cc2O)cc1,·,i,45,-1.2%,0.9%,·,·,·,-0.7%[50 µM],·
O=[N+]([O-])c1cc(-c2nnc(C34CC5CC(CC(C5)C3)C4)o2)cc([N+](=O)[O-])c1,3%,i,23,·,56%,1.1,-2%,16%,-0.1%,-2%
COc1ccccc1CNC(=O)c1ccccc1NS(C)(=O)=O,6%,i,48,0.5%,0.7%,1.1,3%,-1%,2.2%,2%
COc1cc(=O)[nH]c(SCc2c(F)c(F)c(F)c(F)c2F)n1,6%,i,15,0.5%,-2.3%,1.2,2%,-1%,5.5%,0%

Of the compounds above, these contain fluorine:
smiles,P. falciparum M1AAP,T cell modulator,T cell modulator vesicle-bound %,West Nile antiviral,RSV antiviral HEp-2,TNAP activators,human PMI inhibitors,M17LAP inhibition,K1F lysis inhibition,human PMI inhibition
CC(C)(C)c1ccc(NC(=O)Nc2ccc(F)cc2)cc1,-1%,i,60,-1.5%,8.5%,1.1,2%,4%,·,2%
Cc1ccnc(NS(=O)(=O)c2ccc(NC(=O)Cc3ccc(F)cc3)cc2)n1,·,i,42,-0.3%,0.2%,·,·,·,0.0%,·
O=C(CSc1nnc(Cc2ccccc2)o1)Nc1cccc(F)c1,·,i,72,-0.4%,1.0%,·,·,·,2.1%[50 µM],·
COc1cc(=O)[nH]c(SCc2c(F)c(F)c(F)c(F)c2F)n1,6%,i,15,0.5%,-2.3%,1.2,2%,-1%,5.5%,0%

The list goes on:
smiles,P. falciparum M1AAP,T cell modulator,T cell modulator vesicle-bound %,West Nile antiviral,RSV antiviral HEp-2,TNAP activators,human PMI inhibitors,M17LAP inhibition,K1F lysis inhibition,human PMI inhibition
COc1cccc(Nc2nc(-c3sc(NC(=O)c4ccccc4)nc3C)cs2)c1,11%,·,·,0.5%,13%,1,12%,-6%,3.2%,-1%
O=C(c1ccc2c(c1)N(Cc1ccccc1F)C(=O)c1ccccc1S2(=O)=O)N1CCCC1,·,i,10,0.1%,1.0%,·,·,·,0.3%,·
COc1ccc(C(=O)NC(=S)Nc2ccc3c(c2)Cc2ccccc2-3)cc1,2%,i,28,-0.1%,0.8%,1,5%,-4%,0.8%,9%
Fc1cccc(CO/N=C/c2c(-c3ccccc3)nc3ccc(Cl)cn23)c1,2%,i,56,-0.2%,-0.9%,1.1,-4%,3%,0.7%,-4%
Cc1ccccc1C(=O)NC(=S)Nc1ccccc1C(F)(F)F,10%,i,49,-0.5%,1.0%,1.1,2%,0%,2.0%,9%
O=C(CCc1nnc2ccc(NCc3ccco3)nn12)N1CCN(c2ccccc2F)CC1,·,i,10,1.0%,2.6%,·,·,·,1.4%,·
Cc1nc2sccn2c(=O)c1S(=O)(=O)N1CCN(c2ccc(F)cc2)CC1,·,i,26,-0.7%,2.9%,·,·,·,2.0%,·
COc1ccc(C(=O)NC(=S)Nc2ccc3oc(=O)ccc3c2)cc1[N+](=O)[O-],·,i,52,0.1%,1.5%,·,·,·,0.7%[50 µM],·
COc1ccc(OC)c(/C=C2\SC(=S)N(Cc3cccnc3)C2=O)c1,-6%,i,31,3.1%,7.8%,0.8,1%,12%,-0.7%,1%
CCOC(=O)c1c(NC(=O)c2cccs2)sc2c1CCC2,·,i,22,-0.6%,2.9%,1.1,14%,·,0.7%[50 µM],13%
Cc1c(OCC(=O)NC2CC(C)(C)NC(C)(C)C2)ccc2c1oc(=O)c1ccccc12,·,i,34,0.1%,0.4%,·,·,·,-0.1%,·
COc1ccc(-n2nc(C(=O)Nc3ccc(OC)c(OC)c3)c3c4ccccc4n(C)c3c2=O)cc1,2%,i,10,0.6%,5.8%,1.1,10%,8%,-0.2%,13%
NC(=O)c1c(NC(=O)C2CCCO2)sc2c1CCCCC2 (stereo not drawn),2%,i,43,-0.1%,2.0%,1.1,3%,59µM*,5.2%,-24%
COc1cc(-c2nnc(SCc3cc(=O)oc4cc(C)ccc34)o2)cc(OC)c1OC,4%,i,36,-0.3%,1.4%,1,16%,4%,-0.6%,12%
COc1ccc(-c2nc(N3CCOCC3)nc3n[nH]c(N)c23)cc1,16%,i,8,0.6%,2.7%,1.2,7%,8.1µM*,-0.3%,13%
Cn1c(SCc2nnc(-c3ccc(F)cc3)o2)nnc1C1COc2ccccc2O1 (stereo not drawn),12%,i,22,-0.2%,3.1%,1.1,-1%,10%,0.8%,-2%
CC(C)OP(=O)(c1ccc(N(C)C)cc1)C(Nc1ccccc1)c1cccnc1 (stereo not drawn),9%,i,38,-0.4%,1.6%,1.1,49%,2%,6.6%,13%
O=C(CNCCc1ccc(Cl)cc1)Nc1ccc(C(=O)N2CCCCC2)cc1,·,i,23,-0.3%,-0.8%,·,·,·,1.1%,·
O=C(NN=C1CCCC1)c1cccc(O)c1,·,i,12,0.1%,2.4%,·,·,·,0.4%[50 µM],·
O=C(CC(=O)Nc1nc(C23CC4CC(CC(C4)C2)C3)cs1)NCCO,8%,i,37,-0.1%,6.2%,·,·,14%,0.3%,·
CC(C(=O)Nc1ccc(S(=O)(=O)N2CCCC2)cc1)N1CCN(C(=O)c2ccco2)CC1 (stereo not drawn),36%*,i,50,-0.6%,1.5%,1.3,-4%,-7%,0.1%,-3%
CCCCCn1c(Br)nc2c1c(=O)n(CC(N)=O)c(=O)n2C,2%,i,14,-0.6%,2.2%,1.1,14%,5%,-0.3%,19%

Random excerpt: 2 entries already listed.
smiles,P. falciparum M1AAP,T cell modulator,T cell modulator vesicle-bound %,West Nile antiviral,RSV antiviral HEp-2,TNAP activators,human PMI inhibitors,M17LAP inhibition,K1F lysis inhibition,human PMI inhibition
CCCCCn1c(Br)nc2c1c(=O)n(CC(N)=O)c(=O)n2C,2%,i,14,-0.6%,2.2%,1.1,14%,5%,-0.3%,19%
NC(=O)c1c(NC(=O)C2CCCO2)sc2c1CCCCC2 (stereo not drawn),2%,i,43,-0.1%,2.0%,1.1,3%,59µM*,5.2%,-24%
